KB-3-1 cytotox: kills parental KB-3-1 adenocarcinoma cells. AID 1347075. KB-3-1 viability, CellTiter-Glo ATP luminescence, 72 h. Potency, µM (highest dose often 46.1 µM), without a hit: top-dose activity change, negative = cytotoxic, hits mostly cytotoxic. 400,000 compounds, 1.4% hits; also: potency is read from the fitted curve at half-maximal effect; % is scaled to controls: 0 for no effect and ±100 for the full control effect; nearly all actives have a fitted effect of over 60% in size
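Cytotoxicity measured as CellTiter-Glo luminescence after 72 h at 37 C. Compound titrations were pinned onto drug-naive KB-3-1 parental adenocarcinoma cells grown in DMEM with 10% FBS, and normalized data fitted to concentration-response curves.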
SW480 rereplic: inducers of DNA re-replication in SW480 colon cancer cells | SW480 DNA re-replication, Hoechst DNA content imaging, 48 h | Potency, µM (series often up to 46.1 µM), for the others: at the highest dose re-replication activation, actives largely listed as activators | 340,000 compounds, 1.8% hits | AID 624297; also: potency is read from the fitted curve at half-maximal effect; % of control where 0% means no effect; nearly all actives have a fitted effect of over 55% in size
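SW480 cells exposed to compounds for 48 hr at 37 C, 5% CO2, then Hoechst-stained 40 min. Nuclear DNA content imaged by fluorescence scanning (405 nm excitation, 500-530 nm emission); re-replication scored as increased high-intensity nuclei.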
HT1080-NT tox: kills 2HG-producing HT-1080-NT fibrosarcoma cells | Potency, µM (series often up to 46.1 µM), without a hit: at the highest dose activity, negative = less viability, usual class: cytotoxic | 360,000 compounds, 1.6% hits | HT-1080-NT fibrosarcoma viability, CellTiter-Glo ATP luminescence, 48 h | AID 686970;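 also: NT is the 2HG producing partner of a matched IDH1 knockdown line; potency is read from the fitted curve at half-maximal effect; 0% = DMSO-treated cells and -100% = media-only wells without cells; nearly all actives have a fitted effect of over 55% in size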
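HT-1080-NT; 750 cells/well; 5% FBS RPMI; 48 h compound, 37 degrees C; CellTiter-Glo luminescence; curve fitting and curve-class assignment.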
IL-1B inflam inh: blocks inflammasome-driven IL-1 beta release; 360,000 compounds, 4.7% hits; AID 743279; activity change, % at 57.5 µM; THP-1 LPS/ATP IL-1B secretion, AlphaLISA, 16 h; stronger effect = lower value; in the data active = activity change below about -50%; inconclusive = mostly about -30% to -49%; also: % is scaled to controls: 0 for no effect and ±100 for the full control effect
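Secreted IL-1B measured by AlphaLISA bead assay after 16 h compound exposure of THP-1 cells; compounds (final up to 57.5 uM) added 1 h before LPS (250 ng/mL) and ATP (1.25 mM) stimulation; lower signal means less secretion.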
ATXN viability: cell viability loss in ATXN counter-screen | S2 cells (HEK-293 line with an ATXN2-luciferase reporter) viability, CellTiter-Fluor protease fluorescence, 24 h | Potency, µM (titrated, usually from 56.7 µM), actives largely listed as cytotoxic | 400,000 compounds, 0.49% hits | AID 651635; also: potency is read from the fitted curve at half-maximal effect; nearly all actives have a fitted effect of over 40% in size
KB-V1 cytotox: kills drug-selected multidrug resistant KB-V1 cells; KB-V1 MDR cells viability, CellTiter-Glo, 72 h; Potency, µM (highest dose often 46.1 µM), for the others: top-dose activity change, negative = cytotoxicity, hits mostly cytotoxic; 400,000 compounds, 3.4% hits; AID 1347076; also: potency is read from the fitted curve at half-maximal effect; % is scaled to controls: 0 for no effect and ±100 for the full control effect; nearly all actives have a fitted effect of over 60% in size
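In this primary screen, KB-V1 cells overexpressing P-gp are incubated with library compounds (lowest to highest concentration) for 72 h at 37 degrees C before a luminescent ATP viability read.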
ATXN2 expr inh: inhibitors of ATXN2 expression. 360,000 compounds, 0.72% hits. AID 1745845. Potency, µM (highest dose often 57 µM), without a hit: at the top dose activity change, negative = inhibition, usual class: inhibitors. HEK-293 ATXN2-luciferase reporter, luminescence, 24 h; also: potency is read from the fitted curve at half-maximal effect; % is scaled to controls: 0 for no effect and ±100 for the full control effect; nearly all actives have a fitted effect of over 55% in size
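qHTS (up to 57 uM final) was run with 24 h compound exposure of reporter cells at 37 °C. Each well was multiplexed: SteadyGlo luminescence measured ATXN2-luciferase expression after a fluorogenic Gly-Phe-AFC viability readout (25 uM final).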
MCF10A rerep: induces DNA re-replication in MCF 10a normal breast cells. MCF 10A DNA re-replication, Hoechst nuclear intensity, 48 h. Potency, µM (titrated, usually from 46.1 µM), inactives show top-dose activity, positive = re-replication, actives largely listed as activators. 350,000 compounds, 2.9% hits. AID 624296; also: potency is read from the fitted curve at half-maximal effect; % of control where 0% means no effect; nearly all actives have a fitted effect of over 50% in size
HT1080 IDH1KD tx: HT-1080 IDH1 knockdown cell toxicity (counter line); 360,000 compounds, 2% hits; Potency, µM (top dose mostly 46.1 µM), for inactives: top-dose activity, negative = toxicity, usual class: cytotoxic; AID 686971; HT-1080 IDH1 knockdown viability, ATP luminescence, 48 h;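 also: potency is read from the fitted curve at half-maximal effect; 0% = DMSO wells and -100% = cell-free medium wells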
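% activity derives from luminescence (CellTiter-Glo), normalised to DMSO and no-cell wells. HT-1080-IDH1KD cells, 750/well, had 48 h compound exposure at 37 °C.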
* marks the source's active call; other numbers are inactive results; i = inactive; ? = inconclusive; nt = not tested or not shown; & = joins results of further samples; [ ] = another dose, or the depositor's remark. Unless noted, calls follow the shape of the dose curve; as a rule, active = well fitted curve in the direction sought with a large enough effect; inconclusive = small, poorly fitted or top-dose-only effect, or another doubt; inactive = no such curve, though single readings can be large; an effect the other way counts as inactive or inconclusive.

Assay codes: A = KB-3-1 cytotox; B = SW480 rereplic; C = HT1080-NT tox; D = IL-1B inflam inh; E = ATXN viability; F = KB-V1 cytotox; G = ATXN2 expr inh; H = MCF10A rerep; I = HT1080 IDH1KD tx
CN(CCC#N)C(=O)COC(=O)c1ccc(Cl)c(S(N)(=O)=O)c1
  A: -2% | B: -2% | C: 17% | D: -6 | E: i | F: 3% | G: 2% | H: 9% | I: 15%

O=C(OC1CC2CC1[C@H]1CCCCN1C2=O)N1CCN(c2ccccc2)CC1 (some centres undefined)
  A: 13% | B: nt | C: 9% | D: 31 | E: i | F: 3% | G: 0% | H: nt | I: 3%

O=C1C=C(c2ccc(F)nc2)CCC1
  A: 28% | B: -10% | C: 0% | D: 11 | E: i | F: -11% | G: 4% | H: -1% | I: 6%

CCOc1ccccc1CN1C(=O)C2(OCCO2)c2ccccc21
  A: 4% | B: -2% | C: 2% | D: 0 | E: i | F: 7% | G: nt | H: -1% | I: 3%

COc1ccc(OCC(=O)N2CCN(C(=O)c3cccc(OC)c3OC)CC2)cc1
  A: 17% | B: nt | C: nt | D: nt | E: i | F: -24% | G: 7% | H: nt | I: nt

CC(O)(c1ccccc1)c1nc(-c2cccc(C#N)c2)cs1 (centres undefined)
  A: 0% | B: nt | C: -1% | D: 2 | E: i | F: 5% | G: 13% | H: nt | I: 11%

CC(NC(=O)COC(=O)c1ccc(S(=O)(=O)N2CCOCC2)cc1)c1ccccc1 (centres undefined)
  A: 6% | B: 8% | C: -1% | D: -4 | E: ? | F: -1% | G: -10% | H: -3% | I: -2%

C=CCSc1n[nH]c(-c2ccc(OC)cc2)n1
  A: -1% | B: 0% | C: ? | D: -5 | E: i | F: 9% | G: 65%[activator] | H: -15% | I: ?

Cc1sc(NC(=O)C2=COCCO2)c(C(N)=O)c1C
  A: 0% | B: -3% | C: -3% | D: -18 | E: i | F: ? | G: 10% | H: 2% | I: -3%

CC(=O)CSc1ccc(S(=O)(=O)N2CCN(C)CC2)cn1
  A: -1% | B: 8% | C: 1% | D: -1 | E: i | F: 0% | G: 2% | H: -1% | I: 14%

CN1CCc2c1nc1ccccc1c2N (tested in a mixture with another compound)
  A: 5% | B: -4% | C: 3% | D: -24 | E: ? | F: -3% | G: -15% | H: 6% | I: -2%

CCOC(=O)C1(Cc2cccc(F)c2)CCN(Cc2cnn(CC)c2)CC1
  A: -6% | B: 4% | C: -6% | D: -5 | E: i | F: -33% | G: -16% | H: ? | I: ?

CCOc1ccc(OCC)c(NC(=O)c2nnn(CC(=O)Nc3cc(C)cc(C)c3)c2N)c1
  A: 7% | B: ? | C: ? | D: -14 | E: ? | F: -8% | G: -37% | H: 18µM* | I: 21µM*

CCSc1ccc(C(=O)Nc2cccc(C)n2)cc1[N+](=O)[O-]
  A: ? | B: -57%[inhibitor] | C: -1% | D: 3 | E: i | F: ? | G: 28% | H: -57%[inhibitor] | I: -9%

COc1ccc(C=CC(=O)c2cc(O)ccc2O)cc1
  A: -18% | B: ? | C: 16µM* | D: ? | E: i | F: 0% | G: 30% | H: ? | I: 18µM*

COc1ccc(CCNC(=O)COC(=O)c2cc(OC)c(OC)cc2OC)cc1OC
  A: 12% | B: -14% | C: -2% | D: 22 | E: i | F: ? | G: -19%[11.3 µM] | H: 0% | I: -3%

Cc1ccc(C(=O)OCC(=O)N2CCOCC2)c(C)c1
  A: 12% | B: -29% | C: 19% | D: -10 | E: i | F: 20% | G: 6% | H: ? | I: 5%

CCc1ccc(NC(=O)C/C(C)=N/NC(=O)COc2ccc(C)cc2Br)cc1
  A: 9% | B: -8% | C: -8% | D: 2 | E: i | F: 10% | G: 3% | H: 1% | I: -12%

COC(=O)c1cc(Nc2cc(C)c3c(O)cccc3n2)cc(C(=O)OC)c1
  A: -19% | B: ? | C: -26% | D: -21 | E: i | F: 13% | G: nt | H: 29% | I: -13%

O=C(O)/C=C/C(=O)NCCc1ccccc1
  A: -3% | B: -5% | C: 13% | D: 17 | E: ? | F: 13% | G: -4%[11.3 µM] | H: -4% | I: 8%

O=C(N/N=C/c1ccccn1)c1cc(C2CC2)[nH]n1
  A: 3% | B: 1% | C: 9% | D: -21 | E: i | F: -1% | G: 17% | H: -2% | I: 6%

Cc1c(CCC(=O)NCC(=O)NCC(=O)O)c(=O)oc2cc3oc4c(c3cc12)CCCC4
  A: 15% | B: ? | C: 0% | D: 18 | E: i | F: -8% | G: -3% | H: 0% | I: 18%

COc1cccc(CNC(=O)c2csc3c2CCCC3)c1
  A: 13% | B: ? | C: -3% | D: -6 | E: i | F: -32% | G: -21% | H: 24% | I: -3%

COc1ccc(S(=O)(=O)N2CCc3ccccc32)cc1C(=O)OCc1nnc(-c2ccccc2)o1
  A: 13% | B: 0% | C: 2% | D: 6 | E: i | F: -7% | G: 1% | H: -5% | I: 21%

COC(=O)c1c(NC(=O)c2ccccc2)sc(C(N)=O)c1C
  A: ? | B: 4% | C: -22% | D: 40 | E: i | F: -7% | G: -4% | H: 3% | I: ?

Next section; the last three above are carried over.
Assay codes: A = KB-3-1 cytotox; B = SW480 rereplic; C = HT1080-NT tox; D = IL-1B inflam inh; E = ATXN viability; F = KB-V1 cytotox; G = ATXN2 expr inh; H = MCF10A rerep; I = HT1080 IDH1KD tx
COc1cccc(CNC(=O)c2csc3c2CCCC3)c1
  A: 13% | B: ? | C: -3% | D: -6 | E: i | F: -32% | G: -21% | H: 24% | I: -3%

COc1ccc(S(=O)(=O)N2CCc3ccccc32)cc1C(=O)OCc1nnc(-c2ccccc2)o1
  A: 13% | B: 0% | C: 2% | D: 6 | E: i | F: -7% | G: 1% | H: -5% | I: 21%

COC(=O)c1c(NC(=O)c2ccccc2)sc(C(N)=O)c1C
  A: ? | B: 4% | C: -22% | D: 40 | E: i | F: -7% | G: -4% | H: 3% | I: ?

CCN(CC)S(=O)(=O)c1ccc(OC)c(NC(=O)c2cc(=O)[nH]c3ccccc23)c1
  A: 6% | B: -9% | C: 8% | D: 10 | E: i | F: -2% | G: 3% | H: 2% | I: 8%

Cc1nc2ccc(NS(=O)(=O)c3ccccc3F)cc2s1
  A: -17% | B: -17% | C: -20% | D: 23 | E: i | F: -1% | G: nt | H: 1% | I: 0%

CN1CCN(CC(=O)O)CC1
  A: 1% | B: 0% | C: 11% | D: 8 | E: i | F: 0% | G: 2% | H: -25% | I: 5%

COc1cccc(OCc2cc(C(=O)NCCN3CCCCC3CO)no2)c1 (centres undefined)
  A: nt | B: 7% | C: -1% | D: -3 | E: i | F: nt | G: 0% | H: 4% | I: -3%

O=C(COc1ccccc1)Nc1cccc2nsnc12
  A: 6% | B: -4% | C: 0% | D: 5 | E: i | F: 7% | G: 14% | H: -4% | I: 7%

O=[N+]([O-])c1ccc(C=NN2CCCCCC2)cc1
  A: 1% | B: -1% | C: -3% | D: ? | E: i | F: -8% | G: 87%[activator] | H: -3% | I: 0%

Cc1c(-c2ccccc2)n[nH]c1C(=O)N=Nc1c(O)[nH]c2ccccc12
  A: ? | B: ? | C: -14% | D: -18 | E: i | F: 8% | G: -28% | H: ? | I: -28%

CCOC(=O)C1CCCN(c2nc3ccccc3nc2NS(=O)(=O)c2ccc(C)cc2)C1 (centres undefined)
  A: nt | B: -6% | C: 0% | D: 15 | E: ? | F: nt | G: -2% | H: -10% | I: 0%

CC(=O)Nc1ccc(-n2cc(-c3ccccc3)[nH]c2=S)cc1
  A: -1% | B: 1% | C: -6% | D: -24 | E: i | F: 22% | G: nt | H: -13% | I: -4%

O=C(NCCc1ccccc1)C1Cc2c(-c3ccccc3)ccnc2O1 (centres undefined)
  A: ? | B: nt | C: -13% | D: -13 | E: i | F: ? | G: -10% | H: nt | I: ?

O=C(N/N=C/c1ccc(-c2ccc([N+](=O)[O-])cc2)o1)c1cccnc1
  A: 17% | B: 0% | C: ? | D: -11 | E: nt | F: -4% | G: -1% | H: -3% | I: ?

COc1ccc(C)cc1NC(=O)CSc1nnc(-c2cc3cccc(OC)c3o2)n1N
  A: -29% | B: -3% | C: ? | D: 63 | E: i | F: -2% | G: -32% | H: 0% | I: ?

COc1cc(OC)c2ccc(=O)oc2c1C(CC(=O)N1CCOCC1)c1ccc(N(C)C)cc1 (centres undefined)
  A: 1% | B: -14% | C: 1% | D: -2 | E: ? | F: 2% | G: 11% | H: -7% | I: 3%

O=C(NC1CCCCC1)C1CCCN(S(=O)(=O)c2ccc(Br)s2)C1 (centres undefined)
  A: 1% | B: ? | C: -4% | D: 31 | E: ? | F: -12% | G: -10% | H: 11% | I: 6%

COC(=O)C1(O)CC(C(C)C)=NN1C(=O)c1ccc(Cl)cc1 (centres undefined)
  A: -1% | B: -3% | C: 9% | D: -3 | E: i | F: 22% | G: 3% | H: -2% | I: 4%

CC(C)(CO)CN1CCC(n2nccc2NC(=O)C2CCCC2)CC1
  A: nt | B: -1% | C: 6% | D: 6 | E: i | F: nt | G: 0% | H: 2% | I: 7%

COCCN(C(=O)CCCc1nc2ccccc2s1)c1c(N)n(CC(C)C)c(=O)[nH]c1=O
  A: 13% | B: -8% | C: 1% | D: 38 | E: i | F: 0% | G: 1% | H: 25% | I: 3%

O=S(=O)(NCc1ccc(F)cc1)c1ccccc1Br
  A: 18%&0% | B: -2% | C: ? | D: -6 | E: i | F: 5%&-14% | G: -11% | H: 3% | I: 17%

CC(=O)Nc1cccc(C(=O)OCC(=O)c2ccccc2Cl)c1
  A: 3% | B: -18% | C: -1% | D: -5 | E: i | F: -13% | G: 59%[activator] | H: 10% | I: -2%

COc1ccc(C(=O)OCC(=O)N2CCCCC2)cc1[N+](=O)[O-]
  A: 10% | B: -4% | C: 9% | D: 11 | E: i | F: 0% | G: 6% | H: 0% | I: 24%

CCN(CC)c1ccc(-c2nc3cnccc3n2C)cc1
  A: ? | B: -1% | C: -3% | D: -29 | E: i | F: -20% | G: 14% | H: ? | I: -12%

High-throughput results: PubChem, National Center for Advancing Translational Sciences (NCATS)
